SENP6 inh = blocks the human protease SENP6. Q9GZR1. Recombinant SENP6 catalytic domain, aminoluciferin luminescence. inhibition, % at 10 µM. 1.8% of 330,000 active;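 active = inhibition above about 50% at the single tested dose, limit read from the data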;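 also: plate controls were DMSO wells with enzyme for no effect and DMSO wells lacking enzyme for full effect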
NLRP3 yeast inh = blocks the NALP3 inflammasome reconstituted in yeast | Yeast reconstituted NLRP3/ASC/caspase-1, beta-gal luminescence, 24 h | inhibition, % at 10 µM | 0.39% of 330,000 active | AID 2825;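 active = inhibition of 50% or more; inactive = inhibition below 50%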;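 also: plate controls were induced DMSO wells for no effect and uninduced yeast grown without galactose for full effect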
SENP8 block-1 = SENP8 protease inhibition; purified SENP8, Z-RLRGG-aminoluciferin cleavage, luminescence; Q96LD8; inhibition, % at 10 µM; 1.2% of 330,000 active; AID 2540; in the data active = inhibition above about 50%
Target sequence (Q96LD8 whole entry, looked up): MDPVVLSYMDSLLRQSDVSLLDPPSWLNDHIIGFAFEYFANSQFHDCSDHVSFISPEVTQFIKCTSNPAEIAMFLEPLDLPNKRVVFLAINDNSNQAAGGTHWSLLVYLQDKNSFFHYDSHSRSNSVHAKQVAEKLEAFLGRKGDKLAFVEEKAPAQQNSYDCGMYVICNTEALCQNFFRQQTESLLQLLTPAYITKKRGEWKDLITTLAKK
PfG6PD inh = PfG6PD (Plasmodium falciparum) enzyme inhibition | PfGluPho enzyme, NADPH resazurin-diaphorase fluorescence | inhibition, % at 20 µM | 0.78% of 350,000 active;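 active = inhibition reaching at least a set limit at 20 µM in the primary screen, cut at about 59% in these data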;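 also: 0% = DMSO wells with substrate and 100% = DMSO wells lacking glucose-6-phosphate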
HKDC1 inhibitor = inhibitors of human hexokinase HKDC1; Q2TB90; recombinant HKDC1, G6PDH/diaphorase resazurin coupled fluorescence; inhibition, % at 20 µM; 0.16% of 340,000 active; AID 493160;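 active = inhibition above about 35% when tested at 20 µM, limit read from the data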;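 also: plate controls were DMSO wells with enzyme for no effect and DMSO wells lacking enzyme for full effect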
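test system = in-house recombinant HK5 (HKDC1) enzyme | amount = HKDC1 at 5 µg/mL | control set = DMSO-enzyme wells negative, buffer-substituted wells positive | compound = one dose of 20 µM, 1% DMSO | schedule = reaction time 90 min, room temperature, protected from light | technique = resorufin fluorescence at 613 nm | reagent = glucose with 1 mM ATP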
SENP1 FRET inh = inhibitors of human SENP1 SUMO protease catalytic domain. recombinant SENP1 catalytic domain, CyPet-SUMO1-YPet FRET cleavage. inhibition, % at 10 µM. 0.21% of 360,000 active. Q9P0U3;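 active = inhibition at least 30% at 10 µM, raw YFP signal under a set limit, fluorescence ratio 0.5 to 1.5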;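 also: 0% = enzyme with DMSO and 100% = no enzyme wells; some results filed as inactive read as strong as hits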
Target sequence (Q9P0U3 419-644 limits assumed): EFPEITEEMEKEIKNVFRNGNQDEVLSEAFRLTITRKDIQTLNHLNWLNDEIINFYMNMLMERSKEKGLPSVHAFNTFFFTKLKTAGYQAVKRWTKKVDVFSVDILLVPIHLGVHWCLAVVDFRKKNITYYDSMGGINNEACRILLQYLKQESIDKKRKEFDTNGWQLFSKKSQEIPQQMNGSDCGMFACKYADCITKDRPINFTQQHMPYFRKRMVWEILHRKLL
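Assay system: hSENP1 catalytic domain, recombinant. Amount: SENP1 enzyme, 20 pM final. Schedule: 50 min reaction, RT, dark. Technique: FRET, CFP and YFP emission. Control set: no-enzyme wells low, DMSO-plus-enzyme wells high control.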
SENP7 block = SENP7 protease inhibition | Q9BQF6 | recombinant SENP7, Z-RLRGG-aminoluciferin luminescence, 40 min | inhibition, % at 5 µM | 1.5% of 330,000 active;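 active = inhibition above about 50% at the single test dose, limit read from the data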;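 also: plate controls were DMSO with enzyme for no effect and no enzyme buffer wells for full effect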
Target sequence (Q9BQF6 706-1050 limits assumed): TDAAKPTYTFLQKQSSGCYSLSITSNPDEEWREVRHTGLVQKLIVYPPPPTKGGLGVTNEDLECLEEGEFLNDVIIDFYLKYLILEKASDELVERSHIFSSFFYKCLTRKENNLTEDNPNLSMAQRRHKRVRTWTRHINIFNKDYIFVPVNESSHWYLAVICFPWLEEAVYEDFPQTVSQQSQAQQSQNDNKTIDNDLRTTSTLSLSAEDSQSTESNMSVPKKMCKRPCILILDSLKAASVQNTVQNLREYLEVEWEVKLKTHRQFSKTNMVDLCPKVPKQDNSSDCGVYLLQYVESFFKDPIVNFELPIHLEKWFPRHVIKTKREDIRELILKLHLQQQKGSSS
Apaf-1 inh = human Apaf-1 inhibition; 0.71% of 330,000 active; inhibition, % at 20 µM; AID 489030; reconstituted apoptosome caspase-3 activity, DEVD-Rh110 fluorescence; active = inhibition of at least 40% at 20 µM;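 also: plate controls were DMSO wells for no effect and DEVD-CHO caspase inhibitor wells for full effect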
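Material: reconstituted apoptosome with Apaf-1, cytochrome c, caspase-9, procaspase-3, dATP. Technique: Rh110 fluorescence intensity. Buffer or medium: pH 7.5 Hepes buffer with CHAPS, BSA, DTT. Times: 30 min plus 50 min, RT.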
SENP8 block-2 = inhibitors of human SENP8 protease; recombinant SENP8, Nedd8 substrate fluorescence; 0.64% of 360,000 active; inhibition, % at 20 µM; AID 602440; in the data active = inhibition mostly above about 40%, no sharp cut-off; inactive = mostly below about 27%
* marks the source's active call; other numbers are inactive results; . = not tested or not shown.

Values run as follows: SENP6 inh	NLRP3 yeast inh	SENP8 block-1	PfG6PD inh	HKDC1 inhibitor	SENP1 FRET inh	SENP7 block	Apaf-1 inh	SENP8 block-2
c1ccc(-c2nc(NCc3ccco3)c3ccccc3n2)nc1
    4.9	21.4	4.6	19.9	8.2	-0.5	-0.7	-3.1	-364.2
Cc1nn(Cc2ccccc2)c(C)c1/C=N/NC(=O)CNc1cccc(C(F)(F)F)c1
    -7.8	4.7	-5.2	6.2	3.1	0.3	0.8	24.9	21.4
CCOc1cc(/C=N/NC(N)=O)cc(Br)c1OCC(=O)Nc1cccc2ccccc12
    -1.4	8.5	2.8	8.8	-0.5	-6.5	-4.2	13.8	-83.4
CN(Cc1ccco1)C(=O)c1ccc(CNS(=O)(=O)c2ccc3c(c2)C(C)(C)C(=O)N3C)cc1
    -8.4	6.9	1.6	-11.3	-1.5	5.5	5.6	2.6	7.4
Cc1cnc(NCCc2ccccc2)s1
    -6.2	21.9	-4.1	1.8	-7.9	1.8	-4.2	2.8	12.9
CC(C)C(NC(=O)c1ccccc1)c1nnc(SCC(=O)NC2CCCC2)n1C (stereo not given)
    14.4	0.3	-8.5	-5.9	-7.7	0.3	-2.1	-0.6	14.1
O=C(COc1ccc(S(=O)(=O)Nc2ccccc2)cc1)NCc1ccncc1
    -25.6	7.7	5.0	2.5	-8.5	2.3	-8.2	-1.8	4.0
COCCN1C(=O)c2cc(C(=O)Nc3ccc(C)c(F)c3)ccc2C1Nc1ccc(C)c(F)c1 (stereo not given)
    3.4	-6.5	4.1	2.9	-6.3	-0.3	2.6	5.8	2.3
COc1cccc(C(=O)N[C@@H](C)C(=O)N2CCC3(CC2)NCCc2[nH]cnc23)c1
    -3.6	12.2	-19.8	-0.4	-5.7	0.5	8.1	5.9	9.8
Cc1cc(C)nc(N2CCN(c3ncnc4c3cnn4Cc3ccc(Cl)cc3Cl)CC2)n1
    4.5	-10.4	0.6	3.7	-4.5	.	2.2	5.9	.
Cc1ccc(S(=O)(=O)N2Cc3ccccc3CC2C(=O)Nc2ccc3c(c2)OCO3)cc1 (stereo not given)
    4.3	-9.7	-1.1	18.4	5.7	-4.7	13.0	23.0	-14.0
O=C(c1ccc2ccccc2c1)c1c[nH]cc1-c1ccccc1
    -7.2	7.2	-7.0	30.9	-1.7	3.2	-10.4	14.9	23.3
COc1ccc2oc(=O)c(C(=O)C[n+]3cccc(C)c3)cc2c1
    -2.0	14.6	-3.0	5.8	-8.2	-2.1	2.2	3.0	-15.8
C=CCC1NS(=O)(=O)OCC1NC(=O)OCC(Cl)(Cl)Cl (stereo not given)
    -8.5	7.3	-6.8	2.1	-7.8	1.0	-0.6	11.4	8.7
Cc1cccc(OCc2nnc(SCC(=O)N3CCCC3)o2)c1
    -18.3	12.5	-2.8	-19.8	-6.1	0.8	2.7	2.7	9.0
Cc1ccc(NC(=O)c2cc([N+](=O)[O-])ccc2N2CCCC2)cc1
    -5.5	20.6	-11.3	25.1	-4.7	-9.2	-2.8	-9.8	15.3
O=C(NCCN1C(=O)C2C3C=CC(C3)C2C1=O)NCc1ccccc1 (stereo not given)
    1.1	4.9	-3.2	7.7	-1.1	-3.1	-6.5	-9.1	4.6
Cn1c(SCc2ccccc2)nnc1-c1ccco1
    -0.9	15.1	-5.7	0.1	-3.0	2.6	8.0	1.2	5.6
Cc1ccc(NC(=O)CSc2nnc3ccccn23)cc1S(=O)(=O)N1CCOCC1
    0.1	6.8	-4.9	8.5	-12.0	1.0	5.5	-21.7	-7.8
CCN1CC(CN(C)Cc2cn(-c3cccc(C)c3)nc2-c2cccc(F)c2)CC1=O (stereo not given)
    4.5	2.9	-7.4	10.2	5.6	-2.3	-0.8	2.6	16.6
O=C(Nc1ccc(Br)cn1)c1cccc(-c2cc3ccccc3oc2=O)c1
    .	.	.	-17.1	-0.3	-2.6	.	.	-418.0
Cc1ccc(S(=O)(=O)N2CCC(=O)N(C(COCc3cccc(C(F)(F)F)c3)C(C)C)CC2)cc1 (stereo not given)
    1.0	7.3	-0.1	25.9	6.2	2.8	-3.5	24.1	20.9
COc1cc(CNc2ccc3[nH]c(=O)[nH]c3c2)ccc1OCc1ccccc1Cl
    16.0	5.9	-8.0	32.7	-0.9	1.7	2.1	11.2	-71.5
O=C(NCCCCc1ccccc1)c1cccc([N+](=O)[O-])c1
    0.7	41.1	-4.2	-1.6	-6.1	2.6	5.1	-6.9	15.5
Clc1ccc(OC2CCN(Cc3nc(CC4CC4)no3)CC2)cc1
    -11.1	-18.2	1.1	12.4	3.7	0.2	9.4	5.7	7.1
S=c1[nH]c2ccccc2n2c(=S)[nH]nc12
    7.9	19.1	-1.2	8.7	-0.5	3.8	4.6	2.7	1.3
COc1ccc(Cc2noc(CN3CCN(Cc4csc(C)n4)CC3)n2)cc1OC
    -3.0	-2.7	-1.7	-15.3	5.0	1.7	14.4	0.2	-2.8
C=CCN1C(=O)C(CCCC)NC1=S (stereo not given)
    -16.6	0.9	-2.5	-46.9	-24.8	0.6	3.4	-8.7	19.2
N/C(=N\NC(=O)Nc1ccc(Cl)cc1)c1ccccn1
    -15.9	28.9	-3.1	7.5	0.6	2.8	4.5	-11.8	6.0
CCOC(=O)CC(=O)CSc1nc(-c2ccc3c(c2)OCO3)cc(C(F)(F)F)c1C#N
    5.2	9.3	5.0	-3.4	-10.6	-24.8	7.3	7.3	-288.0
Cc1ccc(N)cc1CN1CCCC1=O
    16.7	10.7	5.1	5.3	-2.4	-3.1	-2.6	-6.5	13.9
O=S(=O)(NCCc1ccncc1)c1ccc(F)cc1
    -8.4	14.4	1.7	-7.7	-6.4	1.9	-4.3	2.1	-3.1
COc1ccccc1NC(=O)CSc1nnc(C)o1
    4.1	15.5	-10.4	2.4	-6.6	2.0	1.5	-3.5	19.5
Cc1ccc(-n2ncc3c2CC(C)(C)CC3NC(=O)CCc2c(C)noc2C)cc1 (stereo not given)
    0.9	6.5	5.8	0.6	-6.2	1.2	-0.5	-10.2	-0.8
CC(=O)c1c(OC(=O)c2cccc(Cl)c2)c2ccccc2n1C
    -44.4	20.0	-14.2	19.2	5.0	-8.3	12.0	3.4	9.4
CCCCn1nc(C(=O)N(C)C2CCCCC2)c2ccccc2c1=O
    -5.0	-0.9	-10.6	-2.8	3.6	1.6	-8.2	5.6	7.9
O=C(c1cccc(NS(=O)(=O)c2cccc([N+](=O)[O-])c2)c1)N1CCOCC1
    9.1	19.0	-4.0	-8.8	-2.8	0.1	-2.3	-2.3	8.9
O=C(Cc1ccccc1[N+](=O)[O-])N1CCc2ccccc2C1
    -15.4	6.5	-3.3	-12.4	-10.1	-0.6	0.5	0.8	7.3
COc1ccc(S(=O)(=O)NCC2CCCN(C(=O)c3occc3C)C2)cc1 (stereo not given)
    -10.3	8.5	8.5	-9.0	-3.5	0.7	6.3	2.1	1.8
O=C(Nc1ccccc1)c1ccc(Nc2c([N+](=O)[O-])cc([N+](=O)[O-])c3ccccc23)cc1
    9.4	8.3	-5.1	-14.9	-0.1	12.8	-4.0	2.5	55.6*

Pulled by structure from above:
Values run as follows: SENP6 inh	NLRP3 yeast inh	SENP8 block-1	PfG6PD inh	HKDC1 inhibitor	SENP1 FRET inh	SENP7 block	Apaf-1 inh	SENP8 block-2
COc1ccccc1NC(=O)CSc1nnc(C)o1
    4.1	15.5	-10.4	2.4	-6.6	2.0	1.5	-3.5	19.5
O=C(NCCCCc1ccccc1)c1cccc([N+](=O)[O-])c1
    0.7	41.1	-4.2	-1.6	-6.1	2.6	5.1	-6.9	15.5
CCCCn1nc(C(=O)N(C)C2CCCCC2)c2ccccc2c1=O
    -5.0	-0.9	-10.6	-2.8	3.6	1.6	-8.2	5.6	7.9

Carrying on.
Values run as follows: SENP6 inh	NLRP3 yeast inh	SENP8 block-1	PfG6PD inh	HKDC1 inhibitor	SENP1 FRET inh	SENP7 block	Apaf-1 inh	SENP8 block-2
COc1ccc(C(=O)NC2CC3CCCC(C2)N3Cc2ccccc2)cc1OC (stereo not given)
    -6.3	11.5	-1.4	1.9	-6.0	0.9	2.1	-7.7	-0.9
Cc1cc(OC(=O)c2cccc(Cl)c2)c([N+](=O)[O-])c(=O)[nH]1
    0.6	0.3	1.3	16.3	-9.1	3.5	2.9	-5.3	7.9
CCOC(=O)C1CCN(CC(O)COCc2cccs2)CC1 (stereo not given)
    13.8	3.6	0.2	4.4	-2.6	2.0	3.1	-4.7	17.8
CCOc1ccccc1NC(=O)CSc1nc(=O)n(CCCN2CCOCC2)c2c1CCCC2
    -6.9	19.4	-0.4	-0.6	-3.7	-0.2	-5.0	1.6	5.9
COc1ccc(NC2=CC(=O)CC(C)(C)C2)cc1OC
    -16.2	13.6	-6.2	-1.4	-3.3	-51.3	-3.9	-28.8	-1.3
C/C(=N\OCC(=O)OCC(=O)NCc1ccccc1)c1ccc2c(c1)OCO2
    5.3	10.1	0.6	-8.2	2.0	1.6	-3.0	1.3	2.8
CC(=O)Nc1cccc(Nc2nc(-c3cccs3)nc3ccccc23)c1
    -35.4	2.1	-2.1	-1.8	6.8	0.1	-12.9	15.1	-306.3
Cc1cc(NC(=O)CSc2nc(=O)n3cc(Cl)ccc3n2)no1
    4.1	16.2	6.5	-12.1	-3.7	-7.5	1.4	-7.2	-97.9
CC(C(=O)N1CCCc2ccccc21)N1C(=O)c2ccccc2C1=O (stereo not given)
    5.1	26.9	2.9	-7.8	-2.4	0.4	-0.1	-5.1	-0.3
O=C1[C@H]2CCC=C[C@H]2[C@H](c2cccc(Br)c2)N1Cc1ccccc1
    .	.	.	-7.8	-2.1	1.4	5.1	24.5	14.1
NC(=O)c1ccccc1NC(=O)Nc1cccc2ccccc12
    -0.9	7.6	5.4	11.2	-9.7	1.9	-2.2	-2.9	-28.5
CCn1cc2nc(SCC(=O)Nc3ccccc3F)n(Cc3ccccc3)c(=O)c2n1
    8.2	19.7	1.4	-6.9	2.0	1.6	3.5	-0.9	9.1
O=C(Nc1ccccc1)N1CCC(C(=O)N2CCN(Cc3ccccc3)CC2)CC1
    3.3	-5.5	1.8	9.9	-5.3	1.3	3.9	-0.5	12.4
CCC(C)(C)n1nnnc1C(c1ccc(C)cc1)N1CCC(C)CC1 (stereo not given)
    -8.9	-13.2	-2.1	7.3	1.6	-0.2	5.2	23.3	36.7
CCCCOC(=O)CCN1C(=O)/C(=C2\SC(=S)N(CCC(=O)OCCCC)C2=O)SC1=S
    8.0	16.4	-10.0	-6.8	0.7	0.5	-9.8	1.8	11.3
CC(C)(C)SCCNC(=O)/C=C/c1cccc([N+](=O)[O-])c1
    -14.0	12.8	-4.5	-5.7	5.2	-1.3	2.7	-3.2	27.3
Cc1ccccc1C(=O)N/N=C1/SCC(=O)N1Cc1ccccc1
    1.0	12.4	3.3	-5.2	-2.7	3.2	3.6	-11.2	20.6
COCCn1nnnc1C(c1ccc2ncccc2c1)N1CCc2ccccc21 (stereo not given)
    1.4	-7.7	-2.6	-13.9	9.8	-81.3	-1.5	1.7	10.7
CCOc1ccccc1NC(=O)COc1ccc2c(c1)OCO2
    0.1	33.9	-2.4	12.2	2.5	-0.3	3.0	16.3	-0.3

Screening results (PubChem)
